proCasp7 act: activates human procaspase-7, counter-screen for procaspase-3 activators; recombinant procaspase-7, Ac-DEVD-pNA absorbance 405 nm; D23A/D198A/D206A triple mutant, cannot self-cleave; scale: DMSO 0, 5 µM enzyme 100; 330,000 compounds, 0.093% hits; activation, % at 8.5 µM; AID 463210; P55210;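 active = percent activation above the screen-wide mean plus 3 SD, cut at about 25% in these data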
Target sequence (P55210 whole entry D23A/D198A/D206A): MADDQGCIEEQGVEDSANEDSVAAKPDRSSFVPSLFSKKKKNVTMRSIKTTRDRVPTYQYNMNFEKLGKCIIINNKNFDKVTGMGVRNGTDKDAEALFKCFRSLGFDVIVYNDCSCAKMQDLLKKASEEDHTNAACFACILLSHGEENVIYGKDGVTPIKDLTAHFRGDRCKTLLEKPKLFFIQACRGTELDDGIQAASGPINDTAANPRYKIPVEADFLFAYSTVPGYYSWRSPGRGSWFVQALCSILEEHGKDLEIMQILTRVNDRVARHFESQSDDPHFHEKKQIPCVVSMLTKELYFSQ
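Material: Procaspase-7 triple mutant (PC-7 D3A) | Quantity: 2 µM procaspase-7 mutant as dispensed | Reagent: DEVD-pNA substrate | Times: 1 h preincubation, 2 h reaction | Technique: 405 nm absorbance of p-nitroaniline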
AHR act: human AHR activation. AID 2796. AHR-responsive luciferase reporter cells, luminescence. 320,000 compounds, 2.5% hits. activation, % at 5 µM; in the data active = activation above about 47%;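 also: 0% = vehicle wells and 100% = reference agonist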
LAP4-GFP MLPCN: alters LAP4-GFP fluorescence in TOR pathway yeast screen. GFP response vs DMSO, % at 10 µM. AID 2023. S. cerevisiae LAP4-GFP multiplex, flow cytometry GFP, 3 h; median GFP as percent of DMSO wells. 320,000 compounds, 0.34% hits;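 active = GFP response vs DMSO above a set limit, about the screen mean plus 3 SD, cut at about 150% in these data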
procasp3 activ: activates human procaspase-3; P42574; recombinant procaspase-3 D3A, Ac-DEVD-pNA absorbance 405 nm; activation, % at 8.5 µM; AID 463141; 330,000 compounds, 0.11% hits;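 active = activation above the mean of all tested compounds plus 3 SD, cut at about 21% in these data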;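 also: 0% = DMSO alone and 100% = DMSO wells spiked with extra 5 µM PC-3 D3A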
Target sequence (P42574 whole entry D9A/D28A/D175A): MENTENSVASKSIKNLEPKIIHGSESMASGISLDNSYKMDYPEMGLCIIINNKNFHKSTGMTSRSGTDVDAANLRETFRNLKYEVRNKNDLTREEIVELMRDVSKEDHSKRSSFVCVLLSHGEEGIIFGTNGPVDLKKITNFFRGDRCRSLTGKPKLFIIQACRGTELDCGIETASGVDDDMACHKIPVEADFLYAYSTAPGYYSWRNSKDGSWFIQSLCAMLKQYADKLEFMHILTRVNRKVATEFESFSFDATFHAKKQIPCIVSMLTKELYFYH
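Assay system – Procaspase-3 D3A mutant · Benchmarks – DMSO low control, extra-enzyme high control · Technique – 405 nm absorbance of p-nitroaniline, reads at 0 and 120 min · Doses – 8.5 µM nominal · Measure – % activation between DMSO and enzyme-spiked controls · Also added – Ac-DEVD-pNA chromogenic peptide substrate · Schedule – 1 h compound preincubation, 2 h substrate hydrolysis at 25 °C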
MEP2-GFP yeast: alters MEP2-GFP fluorescence in TOR pathway yeast screen; S. cerevisiae MEP2-GFP strain, flow cytometry GFP, 3 h; 100% = DMSO control level; GFP response vs DMSO, % at 10 µM; 330,000 compounds, 0.51% hits; AID 2016;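 active = GFP response versus DMSO above a set limit, roughly screen mean plus 3 SD, cut at about 180% in these data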;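 also: median GFP fluorescence of the barcode-gated MEP2-GFP cells per well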
RPL19A-GFP yeast: alters RPL19A-GFP fluorescence in TOR pathway yeast screen; S. cerevisiae RPL19A-GFP strain, flow cytometry, 3 h; active compounds read low; percent response vs DMSO, % at 10 µM; 330,000 compounds, 0.3% hits;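 active = percent response vs DMSO below 50%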;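 also: median channel GFP fluorescence of the barcoded RPL19A-GFP strain; ratio of sample median GFP to plate DMSO average so 100% = DMSO; lower means less RPL19A-GFP as with rapamycin TOR inhibition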
AGP1 TOR yeast: alters AGP1-GFP fluorescence in TOR pathway yeast screen; S. cerevisiae AGP1-GFP multiplex flow cytometry, 3 h; GFP as percent of DMSO wells; GFP response vs DMSO, % at 10 µM; 320,000 compounds, 0.02% hits;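 active = GFP response relative to DMSO above a set limit, near screen average plus 3 SD, cut at about 150% in these data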;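 also: median GFP channel fluorescence of the gated AGP1 strain per well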
CIT2-GFP yeast: modulators of TOR pathway CIT2-GFP in S. cerevisiae. S. cerevisiae CIT2-GFP strain, flow cytometry, 3 h; 100 means same as DMSO wells. 320,000 compounds, 0.065% hits. GFP response vs DMSO, % at 10 µM;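 active = GFP response relative to DMSO above a set limit, near the screen mean plus 3 SD, cut at about 150% in these data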;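 also: ratio of well median GFP fluorescence to mean of DMSO wells on the plate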
Active calls of the source: *; nt = not tested or not shown.

1) CCOc1ccc2c(c1)sc(=NC(=O)C1CC1)n2C
2) COc1ccc(C(=O)NC=C2C(=O)OC(C)(C)OC2=O)cc1
3) CC(=O)N/N=C(/c1ccccc1)C(O)c1ccccc1 (configuration not stated)
4) C/C(=N\NC(=O)c1nnn(-c2nonc2N)c1COc1ccc(F)cc1)c1ccc(Cl)cc1
5) Cc1cccc(Oc2cc([N+](=O)[O-])cc3c2C(=O)Nc2ccccc2O3)c1
6) Cc1ccc(-c2nc(SC(C)C(=O)N3CCCC3)n[nH]2)cc1 (configuration not stated)
7) Cc1cc(=O)n2[nH]c(SCc3c(F)cccc3Cl)nc2n1
8) O=[N+]([O-])c1cnc(Sc2ccncn2)s1
Assay by compound | 1 | 2 | 3 | 4 | 5 | 6 | 7 | 8
proCasp7 act | -5 | 1 | nt | 2 | -1 | -1 | -1 | -23
AHR act | 92* | 0 | nt | 1 | 13 | 12 | 2 | -4
LAP4-GFP MLPCN | 96 | 99 | 91 | 102 | 97 | 103 | 107 | 262*
procasp3 activ | -6 | -5 | nt | 7 | -3 | -2 | -11 | -23
MEP2-GFP yeast | 90 | 96 | 103 | 98 | 103 | 104 | 89 | 116
RPL19A-GFP yeast | 90 | 101 | 102 | 97 | 103 | 99 | 96 | 86
AGP1 TOR yeast | 78 | 100 | 95 | 102 | 102 | 107 | 117 | 101
CIT2-GFP yeast | 84 | 99 | 104 | 94 | 99 | 104 | 120 | 99

9) CCC(=O)Nc1ccccc1C(=O)N1CCN(Cc2ccccc2)CC1
10) CC(=O)N1c2ccc(S(=O)(=O)NCCC(=O)N3CCCC(C)C3)cc2CC1C (configuration not stated)
11) Cc1noc(C)c1C(=O)N1CCN(Cc2ccccc2)CC1
12) O=C(CCCCCNC(=O)c1ccccc1)N/N=C/c1ccccc1O
13) N#CCC(=O)Nc1ccc(C(=O)OCC(=O)N(Cc2ccccc2)C2CCS(=O)(=O)C2)cc1 (configuration not stated)
14) COc1ccc(OC)c(-n2c(=S)[nH]c3cc(C(=O)N4CCCCC4)ccc3c2=O)c1
15) Cc1ccc(Nc2c([N+](=O)[O-])c(=O)oc3ccccc23)cc1
16) CC(=O)Nc1c(C(=O)C2CC2)oc2ccccc12
Assay by compound | 9 | 10 | 11 | 12 | 13 | 14 | 15 | 16
proCasp7 act | 1 | -5 | 7 | -8 | -1 | -1 | -2 | 4
AHR act | -1 | 0 | 0 | 5 | 2 | -2 | 0 | 4
LAP4-GFP MLPCN | 93 | 99 | 94 | 96 | 105 | 102 | 117 | 105
procasp3 activ | 1 | 12 | -1 | 6 | -1 | -7 | -5 | 5
MEP2-GFP yeast | 99 | 102 | 99 | 96 | 92 | 103 | 90 | 108
RPL19A-GFP yeast | 98 | 101 | 92 | 107 | 99 | 100 | 91 | 99
AGP1 TOR yeast | 102 | 100 | 94 | 107 | 98 | 104 | 97 | 106
CIT2-GFP yeast | 95 | 103 | 96 | 105 | 97 | 104 | 84 | 99

The list goes on; the last four above are carried over.
13) N#CCC(=O)Nc1ccc(C(=O)OCC(=O)N(Cc2ccccc2)C2CCS(=O)(=O)C2)cc1 (configuration not stated)
14) COc1ccc(OC)c(-n2c(=S)[nH]c3cc(C(=O)N4CCCCC4)ccc3c2=O)c1
15) Cc1ccc(Nc2c([N+](=O)[O-])c(=O)oc3ccccc23)cc1
16) CC(=O)Nc1c(C(=O)C2CC2)oc2ccccc12
17) CCC(CO)Oc1cc(NCc2ccc(C)cc2)c2ncn(C(C)C)c2c1 (configuration not stated)
18) Cc1cccnc1NC(=S)NC(=O)c1cncc(Br)c1
19) COc1ccccc1C(=O)OCC(=O)NC(C)CCc1ccccc1 (configuration not stated)
20) CCOc1ccccc1CN1CCN(S(=O)(=O)CC)CC1
21) c1ccc(-c2noc(-c3ccc4c(c3)OCO4)n2)nc1
22) CCN(c1cccc(C)c1)S(=O)(=O)c1ccc2c3c(cccc13)C(=O)N2
23) Cc1cccc(NC(=S)NC2CC3CCC(C2)N3Cc2ccco2)c1C (configuration not stated)
24) CC(=O)Nc1ccc(S(=O)(=O)N2CCN(C(=O)c3ncoc3-c3cccc(C)c3)CC2)cc1
Assay by compound | 13 | 14 | 15 | 16 | 17 | 18 | 19 | 20 | 21 | 22 | 23 | 24
proCasp7 act | -1 | -1 | -2 | 4 | -1 | 9 | 16 | 1 | 5 | -3 | -2 | 0
AHR act | 2 | -2 | 0 | 4 | 5 | 4 | 0 | 10 | -7 | 6 | 0 | 11
LAP4-GFP MLPCN | 105 | 102 | 117 | 105 | 94 | 107 | 91 | 98 | 99 | 96 | 92 | 99
procasp3 activ | -1 | -7 | -5 | 5 | 3 | -7 | -5 | -1 | 7 | -26 | -2 | -1
MEP2-GFP yeast | 92 | 103 | 90 | 108 | 95 | 102 | 106 | 100 | 101 | 98 | 98 | 102
RPL19A-GFP yeast | 99 | 100 | 91 | 99 | 93 | 103 | 104 | 96 | 96 | 94 | 97 | 104
AGP1 TOR yeast | 98 | 104 | 97 | 106 | 98 | 102 | 91 | 96 | 93 | 98 | 98 | 104
CIT2-GFP yeast | 97 | 104 | 84 | 99 | 85 | 110 | 99 | 100 | 99 | 95 | 101 | 100

25) CCn1cc(CN(C)S(=O)(=O)c2ccc3ccccc3c2)c(C)n1
26) O=C(NC(=O)c1ccc(Cl)cc1)OC1CCCCC1
27) Cc1ccc(C(=O)CSc2nnc(C3CC3)n2C2CC2)s1
28) NC(N)=Nc1nc(-c2ccccc2)c2cc(F)ccc2n1
29) O=S1(=O)CCOC[C@H](CC2CCCCC2)N1Cc1cccc(C(F)(F)F)c1
30) Cc1nn(C)c(C)c1S(=O)(=O)N1CCCC(C(=O)N2CCN(c3ccccc3)CC2)C1 (configuration not stated)
31) C/C(=N\NC(=O)CCCNc1ccc(C)cc1)c1ccccn1
32) CCc1ccccc1NC(=S)Nc1cc(OC)c(NC(=O)C(C)C)cc1OC
Assay by compound | 25 | 26 | 27 | 28 | 29 | 30 | 31 | 32
proCasp7 act | 0 | 4 | -4 | 2 | 2 | 11 | -5 | -2
AHR act | 3 | 0 | 6 | 7 | 0 | 0 | 38 | 2
LAP4-GFP MLPCN | 110 | 97 | 97 | 99 | 129 | 102 | 99 | 90
procasp3 activ | 11 | 3 | 19 | -2 | 4 | -5 | -3 | -14
MEP2-GFP yeast | 115 | 91 | 96 | 97 | 97 | 92 | 109 | 105
RPL19A-GFP yeast | 104 | 99 | 97 | 98 | 97 | 101 | 101 | 100
AGP1 TOR yeast | 106 | 97 | 99 | 102 | 83 | 100 | 99 | 97
CIT2-GFP yeast | 109 | 88 | 96 | 101 | 76 | 98 | 115 | 101

33) CC(C)NC(=O)CN(Cc1ccc(F)cc1)C(=O)CCC(=O)Nc1nccs1
34) COc1cc(NC(=O)c2ccc(F)cc2)c(OC)cc1Cl
35) COc1cccc(-c2nn(-c3ccc(C)cc3)cc2C(=O)NCC(c2cccs2)N2CCOCC2)c1 (configuration not stated)
36) CC(C)CCOc1cccc(OCC(=O)N(C)C2CCS(=O)(=O)C2)c1 (configuration not stated)
37) CCNC(=S)N1CCN(C(c2ccccc2)c2ccccc2)CC1
38) CCC(Sc1nc2ncccc2[nH]1)C(=O)NC1CCC(C)CC1 (configuration not stated)
39) O=C(NCCc1ccccc1)c1ccc2c(c1)S(=O)(=O)c1cc(Cl)ccc1C2=O
40) CCOC(=O)[C@@H]1[C@H]2COc3cc(OC)ccc3[C@@H]2N2C(=O)N(c3ccc(C(F)(F)F)cc3)C(=O)[C@]12C
Assay by compound | 33 | 34 | 35 | 36 | 37 | 38 | 39 | 40
proCasp7 act | 6 | 2 | 6 | -3 | 0 | -2 | -1 | -1
AHR act | -1 | 86* | 18 | 3 | -1 | 0 | 1 | 0
LAP4-GFP MLPCN | 88 | 107 | 113 | 109 | 99 | 112 | 106 | 104
procasp3 activ | 4 | 0 | 4 | 0 | -1 | 2 | 5 | 3
MEP2-GFP yeast | 101 | 104 | 101 | 110 | 103 | 103 | 101 | 100
RPL19A-GFP yeast | 99 | 102 | 99 | 96 | 97 | 93 | 101 | 104
AGP1 TOR yeast | 96 | 99 | 107 | 109 | 105 | 96 | 102 | 98
CIT2-GFP yeast | 104 | 98 | 97 | 106 | 98 | 95 | 97 | 94

Reprinted from the part before: 3 compounds; new compounds follow.
38) CCC(Sc1nc2ncccc2[nH]1)C(=O)NC1CCC(C)CC1 (configuration not stated)
39) O=C(NCCc1ccccc1)c1ccc2c(c1)S(=O)(=O)c1cc(Cl)ccc1C2=O
40) CCOC(=O)[C@@H]1[C@H]2COc3cc(OC)ccc3[C@@H]2N2C(=O)N(c3ccc(C(F)(F)F)cc3)C(=O)[C@]12C
41) O=C(Nc1cccc(F)c1)N1CCC(n2c(=O)[nH]c3ccccc32)CC1
42) CCC1CCCCN1CCCNC(=O)c1ccc2nc(N3CCCCC3)sc2c1 (configuration not stated)
43) O=[N+]([O-])c1cccc(-c2ccc(/C=N/Nc3nc(N4CCCCC4)nc(N4CCCCC4)n3)o2)c1
44) CCN(CC)C(=O)N1CCN(S(=O)(=O)c2ccc(C)c(C)c2)CC1
45) COc1cc(/C=C2\SC(c3ccc(C)cc3)=NC2=O)ccc1O
46) Cc1cc(C)c2nc(-c3ccccn3)cc(C(=O)NCc3ccco3)c2c1
47) c1ccc(CNc2ccc(N3CCOCC3)cc2)cc1
48) CCCN1C2CCCC1CC(NC(=O)c1ccccc1Br)C2 (configuration not stated)
49) CCOC(=O)N1CCN(C(=O)c2cc(COc3cccc(C(C)=O)c3)on2)CC1
50) O=[N+]([O-])c1cc(C(F)(F)F)ccc1Cl
51) Cc1occc1C(=O)N1N=C(C2CC2)CC1(O)C(F)(F)F (configuration not stated)
Assay by compound | 38 | 39 | 40 | 41 | 42 | 43 | 44 | 45 | 46 | 47 | 48 | 49 | 50 | 51
proCasp7 act | -2 | -1 | -1 | 15 | 6 | 3 | 4 | -16 | -15 | 2 | 12 | 3 | 9 | 6
AHR act | 0 | 1 | 0 | -1 | 0 | 1 | -1 | 2 | 69* | 4 | -2 | 0 | -1 | 3
LAP4-GFP MLPCN | 112 | 106 | 104 | 104 | 91 | 152* | 80 | 94 | 89 | 101 | 99 | 100 | 99 | 103
procasp3 activ | 2 | 5 | 3 | -1 | 6 | -2 | 0 | -10 | -21 | -5 | -2 | 4 | 0 | -6
MEP2-GFP yeast | 103 | 101 | 100 | 98 | 91 | 115 | 85 | 104 | 88 | 100 | 104 | 101 | 90 | 105
RPL19A-GFP yeast | 93 | 101 | 104 | 99 | 91 | 89 | 83 | 98 | 94 | 97 | 106 | 101 | 96 | 98
AGP1 TOR yeast | 96 | 102 | 98 | 102 | 91 | 103 | 83 | 100 | 88 | 95 | 110 | 104 | 94 | 104
CIT2-GFP yeast | 95 | 97 | 94 | 102 | 92 | 102 | 75 | 93 | 101 | 92 | 106 | 98 | 83 | 106
